# TRPC4 potent = positive allosteric modulators of TRPC4, primary screen, cell-based, mouse TRPC4beta, HEK293 mu-opioid, Fluo-4 calcium. Short transient receptor potential channel 4 (Mus musculus), Q9QUQ5. DAMGO EC20, Fluo-4 Ca2+ flux; active compounds read high. B-score at 10 µM. hit rate 0.42% among 310,000;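 active = B-score of calcium response area above 5 SD of library B-scores, with initial fluorescence ratio within 5 SD of library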;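 note: B-score of integrated fluorescence ratio over time as area under calcium response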
# hERG rescue = hERG rescue from dofetilide block, primary screen, cell-based, CHO-hERG, FluxOR thallium flux, dofetilide IC70; dofetilide IC70 present; activation (rescue from dofetilide block), less the hit threshold, % at 10 µM; hit rate 0.51% among 310,000;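 active = activation above the mean of controls blocked by dofetilide plus 5 SD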;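 note: thallium influx through hERG after potassium depolarization seen as dye fluorescence rise; in these data hits start at about 4.7%; inactives centre near -7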
# KCNK9 block = KCNK9 potassium channel inhibitors, primary screen, HEK293 cells, thallium flux. hit rate 1.2% among 310,000. FluxOR thallium flux fluorescence; active compounds read low. Potassium channel subfamily K member 9 (Homo sapiens), Q9NPC2. B-score at 10 µM. AID 488922, 2010;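 active = ratio B-score over 3 SD below the library mean, with starting fluorescence within 5 SD of its mean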;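 note: negative B-score means less thallium flux so channel inhibition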
# KCNQ1 block = inhibitors of human KCNQ1 channel, primary screen, cell-based, thallium flux, high-throughput; CHO-K1 KCNQ1, FluxOR thallium flux fluorescence; active compounds read high; B-score at 10 µM; hit rate 1.3% among 310,000; AID 2642, 2010;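 active = compounds whose thallium flux B-score, printed positive for inhibition, exceeds three library SD while starting fluorescence stays within three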;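 note: channel opened by potassium depolarization with thallium stimulus after 20 min compound exposure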
# Target sequence (P51787 whole entry, looked up): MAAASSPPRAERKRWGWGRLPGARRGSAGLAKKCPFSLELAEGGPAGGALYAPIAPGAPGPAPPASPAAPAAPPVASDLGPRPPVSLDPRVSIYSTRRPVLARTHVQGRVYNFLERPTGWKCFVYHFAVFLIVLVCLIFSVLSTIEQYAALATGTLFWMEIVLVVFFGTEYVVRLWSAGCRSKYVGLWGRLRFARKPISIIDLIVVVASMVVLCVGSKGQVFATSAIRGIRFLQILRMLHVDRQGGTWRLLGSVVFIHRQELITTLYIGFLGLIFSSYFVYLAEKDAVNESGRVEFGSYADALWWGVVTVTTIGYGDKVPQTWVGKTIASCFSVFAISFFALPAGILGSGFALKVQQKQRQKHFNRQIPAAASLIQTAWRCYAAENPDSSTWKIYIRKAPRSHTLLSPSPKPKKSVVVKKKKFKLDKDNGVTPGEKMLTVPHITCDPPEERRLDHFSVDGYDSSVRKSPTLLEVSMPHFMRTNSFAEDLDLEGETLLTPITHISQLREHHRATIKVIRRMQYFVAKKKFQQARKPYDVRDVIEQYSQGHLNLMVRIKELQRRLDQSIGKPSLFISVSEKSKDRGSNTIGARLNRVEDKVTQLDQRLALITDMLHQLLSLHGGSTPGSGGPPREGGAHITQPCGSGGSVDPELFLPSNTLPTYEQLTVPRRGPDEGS
# TRPC4 act = activators of mouse TRPC4 channel, primary screen, Fluo4 calcium, HEK293 TRPC4beta/mu-opioid cells | Fluo4 calcium fluorescence; active compounds read high | B-score at 10 µM | hit rate 0.49% among 310,000 | AID 2237, 2010;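 active = B-score above 5 SD of library B-scores, and initial fluorescence ratio not above library mean plus 5 SD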;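 note: positive B-score marks a calcium rise read as TRPC4 activation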
#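 Assay system: HEK293 stable line with TRPC4beta plus mu-opioid receptor. Times: dye 45 min RT, read 110 s. Measured by: kinetic Fluo4 calcium fluorescence. Measure: B score of integrated ratio. Controls: assay buffer as low control, maximal DAMGO as high control.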
# TRPC4 block = inhibitors of mouse TRPC4 channel, primary screen, Fluo4 calcium, HEK293 TRPC4beta/mu-opioid cells. hit rate 0.39% among 300,000. B-score at 10 µM. DAMGO-evoked Fluo4 calcium flux; active compounds read low. Short transient receptor potential channel 4 (Mus musculus), Q9QUQ5;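 active = B-score over 3 SD under the library average, no early fluorescence shift, positive overall ratio signal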
#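 Assay system: Stable TRPC4beta/mu-opioid receptor HEK293 cells | Reagent: DAMGO in two steps, submaximal then maximal | Compound dosing: Single concentration per test compound | Signal: Fluo4 Ca2+ flux fluorescence | Evaluation: Per-well B score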
# PolyA inhibitor = polyadenylation inhibitors in yeast reporter cells, primary screen, luminescence, S. cerevisiae. S. cerevisiae SKY197-pL101 polyadenylation reporter, beta-gal luminescence; efflux-impaired pdr1/pdr3 knockout yeast; score 100 = 6 SD above DMSO. calls only at 12 µM. hit rate 0.02% among 300,000;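 active = lowest replicate activity score at least 50, where 100 means six control SD above control mean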;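 note: yeast exposed to compound for 9 h at 30 °C; higher score means more reporter readthrough which indicates perturbed polyadenylation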
# KCNK3 inh = human KCNK3 channel inhibitors, primary screen, CHO cells, FluxOR thallium flux, B-score; Potassium channel subfamily K member 3 (Homo sapiens), O14649; FluxOR fluorescence; active compounds read low; B-score at 10 µM; hit rate 0.84% among 340,000; AID 602410, 2012;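 active = B-score under library mean minus 4 SD, starting fluorescence ratio at most library mean plus 5 SD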;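 note: more negative B-score means stronger inhibition of thallium flux through KCNK3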
# Target sequence (O14649 whole entry, looked up): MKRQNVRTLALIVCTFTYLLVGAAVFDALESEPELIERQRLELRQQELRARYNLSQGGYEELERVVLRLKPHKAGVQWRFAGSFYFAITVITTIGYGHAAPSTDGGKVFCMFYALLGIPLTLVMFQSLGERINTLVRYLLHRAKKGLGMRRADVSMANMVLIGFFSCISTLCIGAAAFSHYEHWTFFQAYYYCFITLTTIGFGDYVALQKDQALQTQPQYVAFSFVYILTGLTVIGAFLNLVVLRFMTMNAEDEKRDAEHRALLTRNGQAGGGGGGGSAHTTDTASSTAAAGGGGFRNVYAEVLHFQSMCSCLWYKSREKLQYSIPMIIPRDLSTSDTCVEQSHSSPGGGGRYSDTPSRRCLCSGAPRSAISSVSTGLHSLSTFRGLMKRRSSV
# KCNQ1 act = potentiators or activators of KCNQ1 channel, primary screen, cell-based, thallium flux, high-throughput; CHO-K1 KCNQ1, thallium flux FluxOR fluorescence; active compounds read high; Potassium voltage-gated channel subfamily KQT member 1 (Homo sapiens), P51787; B-score at 10 µM; hit rate 0.35% among 310,000;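 active = fluorescence ratio B-score, a plate-corrected score, at least three library SD, with initial intensity B-score within 5 SD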
#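 Medium – assay buffer, equal DMSO in all wells · Material – CHO-K1 cell line with stable KCNQ1 potassium channel expression · Signal – kinetic FluxOR thallium fluorescence, 10-s 1-Hz baseline, 110-s post-stimulus read · Compound – single concentration per compound, DMSO matched to controls · Schedule – 37 °C overnight plating, 90-min dark dye load, 20-min compound pretreatment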
# Dyrk1A ADPGlo = rat Dyrk1A kinase inhibitors, primary screen, biochemical, single point, plate reader | Dual specificity tyrosine-phosphorylation-regulated kinase 1A (Rattus norvegicus), Q63470 | hit rate 0.43% among 310,000 | ADP-Glo luminescence, NFATc1 peptide | inhibition, % at 12.5 µM | AID 504441, 2011; in the data active = inhibition above about 50%;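 note: plate controls were vehicle with enzyme for no effect and no enzyme for full effect; many of its hits are not listed in these tables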
# Platelet DG rel = inhibitors of platelet dense granule secretion, primary screen, cell-based, MLPCN, human platelets. human platelet-rich plasma, SFLLRN dense granule ATP release, luminescence. inhibition, %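 (compounds screened at 7.5 µM in platelet-rich plasma)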. hit rate 0.22% among 300,000;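 active = mean replicate score, as percent of positive control, at or above 50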
# * marks the source's active call; other numbers are inactive results; i = inactive; · = not tested or not shown; & = joins results of further samples.
SMILES,TRPC4 potent,hERG rescue,KCNK9 block,KCNQ1 block,TRPC4 act,TRPC4 block,PolyA inhibitor,KCNK3 inh,KCNQ1 act,Dyrk1A ADPGlo,Platelet DG rel
ClCC1=Nc2ccccc2Cc2ccccc21,i,-13,i,i,i,i,i,i,i,·,-7
CCCCOc1ccc(S(=O)(=O)NNC(=O)C2Cc3c(ccc4ccccc34)O2)cc1 (stereo not given),i,-14,i,i,i,i,i,i,i,2,0
Cc1ccnn1CCC(=O)N1CCCC(Nc2ccc(F)c(F)c2)C1 (stereo not given),i,-5,i,i,i,i,i,i,i,-5,-8
COc1ccc(-c2noc(-c3ccccc3C(=O)NCC3CCCO3)n2)cc1 (stereo not given),i,-10,i,i,i,i,i,i,i,3,·
CCn1c(=O)c2sccc2n(Cc2ccccc2)c1=O,i,-6,i,i,i,i,i,i,i,-3,3
CN(C)C(=O)c1ccc(-c2nnc(NCc3ccccc3)c3ccccc23)cc1,i,-2,i,i,i,i,i,i,i,·,-1
CCOC(=O)N1CCC(n2c(SCC(=O)Nc3ccccc3OC)nc3ccccc3c2=O)CC1,i,-8,i,6*,i,i,i,-8.9*,i,-3,11
O=C(/C=C/c1ccccc1)Nc1ccc(NC(=O)c2cccs2)cc1,i,-7,i,i,i,i,i,i,i,·,-17
CCn1ncc(CN2CCC(Oc3ccc(C(=O)N4CCCC4)cc3)CC2)c1C,i,-8,i,i,i,i,i,i,i,-3,6
Fc1ccccc1OCCSc1nc2ccccc2o1,i,-5,i,i,i,i,i,i,i,-5,-1
CC1CC(C)CN(CC(=O)N2CCOCC2)C1 (stereo not given),i,-10,i,i,i,i,i,i,i,8,-17
CCC1Oc2ccccc2N(CC(=O)Nc2ccc3c(c2)OCCO3)C1=O (stereo not given),i,-6,i,i,i,i,i,i,i,-2,-1
O=C(CCSCc1ccccc1Cl)NC1CCCC1,i,-10,i,i,i,i,i,i,i,12,5
CCOC(=O)c1c(C)n(-c2ccccc2)c2ccc(O)cc12,i,-8,i,i,i,i,i,i,i,0,-3
Cc1c(C(=O)OCc2nc3scc(-c4ccccc4)c3c(=O)[nH]2)cccc1[N+](=O)[O-],i,-7,i,i,i,i,i,i,i,-5,-1
Cn1c(N)c(N2CCN(c3ccccc3)CC2)c(=O)[nH]c1=O,i,-9,i,i,i,i,i,i,i,-3,-1
O=C(CCCN1C(=O)c2ccccc2C1=O)NCc1cccnc1,i,-8,i,i,i,i,i,i,i,-3,0
Cc1ccc(SCCC(=O)OCn2nnc3ccccc3c2=O)cc1,i,-5,i,i,i,i,i,i,i,18,-1
Nc1ccc(S(=O)(=O)O)cn1,i,-6&-1&-9,i,i,i,i,i,i,i,11&1&0,7&2&6
COc1ccc2c(c1)CCc1c(C(=O)NCc3cccnc3)noc1-2,i,-8,i,i,i,i,i,i,i,9,5
COC(=O)C1=C(C(=O)OC)[C@@H]2N(C)c3ccccc3[C@@]23C[C@@H](C(=O)OC)N=C3N1,i,-4,i,i,i,i,i,i,i,-1,-4
CCOc1ccc(-n2c(SCC(N)=O)nc3c([nH]c4ccccc43)c2=O)cc1,i,-6,i,i,i,i,i,i,i,2,-2
O=C(CCC1CCCC1)NCCS(=O)(=O)N1CCN(c2ccccc2)CC1,i,-9,i,i,i,i,i,i,i,-3,-3
CCCc1ccc(C(=O)NNC(=O)c2ccc(Br)cc2)cc1,i,-13,i,i,i,i,i,i,i,-1,-4
COc1cc(/C=N/NC(=O)C(=O)N2CCCC2)ccc1O,i,-2,i,i,i,i,i,i,i,0,-21
O=c1cc(N2CCN(Cc3ccccc3)CC2)[nH]c(=O)n1-c1cccc(C(F)(F)F)c1,i,-4,i,i,i,i,i,i,i,39,-7
CCn1c(SCC(=O)Nc2ccc(NC(=O)c3ccco3)c(OC)c2)nc2ccccc2c1=O,i,-10,i,i,i,i,i,i,i,32,-6
COC(=O)c1sccc1NC(=O)C12CC3CC(CC(C3)C1)C2,i,-4,i,i,i,i,i,i,i,0,-4
O=C(Nc1cccc(NC(=O)c2cccs2)c1)c1ccco1,i,-13,-6.6*,i,i,i,i,i,i,8,9
CCc1ccccc1NC(=O)CN1CCN(CC(=O)Nc2cc(C)ccc2OC)CC1,i,-4,i,i,i,i,i,i,i,-1,-2
CCN(Cc1cc2cccc(C)c2[nH]c1=O)C(=O)c1ccccc1OC,i,-6,i,i,i,i,·,i,i,-3,-6
CN(C)c1ccc(C2/C(=C(/O)c3ccc(Br)cc3)C(=O)C(=O)N2C)cc1 (stereo not given),i,-8,i,i,i,i,i,i,i,-3,3
Cc1ccc2sc(NC(=O)CSc3nc(C)cc(C)c3C#N)nc2c1,i,-4,i,i,i,i,i,i,i,4,24
Cc1ccc2nc(N3CCN(C)CC3)c(C=O)c(=O)n2c1,i,-3,i,i,i,i,i,i,i,-3,7
Cc1ccc(-c2nc(N)sc2CC(=O)OCC(=O)N2C(C)CCCC2C)cc1 (stereo not given),i,-7,i,i,i,i,i,i,i,1,-13
COc1ccc(S(=O)(=O)N(CC(=O)N/N=C/c2ccccc2C(=O)O)c2ccccc2OC)cc1,i,-4,i,i,i,i,i,i,i,-1,-1
CCOC(=O)C1Nc2c(F)cc(C)cc2C2C=CCC12 (stereo not given),i,-13,i,i,i,i,i,·,i,·,-19
COc1cc(C2CC(=O)NC(SCC(=O)Nc3ccccc3C)=C2C#N)ccc1O (stereo not given),i,-8,i,i,i,i,i,i,i,7,4
CCC(=O)Nc1cc(C)c(OC)c(C)c1,i,-17,i,i,i,i,i,i,i,-3,-4
CCc1cc2c3c(c(=O)oc2cc1OC(C)C(=O)O)CCCC3 (stereo not given),i,-7,i,i,i,i,i,i,i,-5,10

# Some of the entries so far, with two lines to a compound:
# Each structure is followed by: TRPC4 potent	hERG rescue	KCNK9 block	KCNQ1 block	TRPC4 act	TRPC4 block	PolyA inhibitor	KCNK3 inh	KCNQ1 act	Dyrk1A ADPGlo	Platelet DG rel
- COc1cc(C2CC(=O)NC(SCC(=O)Nc3ccccc3C)=C2C#N)ccc1O (stereo not given)
    i	-8	i	i	i	i	i	i	i	7	4
- CCC(=O)Nc1cc(C)c(OC)c(C)c1
    i	-17	i	i	i	i	i	i	i	-3	-4

# Some values from the list:
# COc1cc(/C=N/NC(=O)C(=O)N2CCCC2)ccc1O in Platelet DG rel → -21
# O=c1cc(N2CCN(Cc3ccccc3)CC2)[nH]c(=O)n1-c1cccc(C(F)(F)F)c1 in Platelet DG rel → -7
# CCOc1ccc(-n2c(SCC(N)=O)nc3c([nH]c4ccccc43)c2=O)cc1 in Platelet DG rel → -2
# CCc1cc2c3c(c(=O)oc2cc1OC(C)C(=O)O)CCCC3 (stereo not given) in Dyrk1A ADPGlo → -5

# Back to the main list; the two compounds before the break are reprinted first.
SMILES,TRPC4 potent,hERG rescue,KCNK9 block,KCNQ1 block,TRPC4 act,TRPC4 block,PolyA inhibitor,KCNK3 inh,KCNQ1 act,Dyrk1A ADPGlo,Platelet DG rel
CCC(=O)Nc1cc(C)c(OC)c(C)c1,i,-17,i,i,i,i,i,i,i,-3,-4
CCc1cc2c3c(c(=O)oc2cc1OC(C)C(=O)O)CCCC3 (stereo not given),i,-7,i,i,i,i,i,i,i,-5,10
Cc1ccc(C2=Nc3ccccc3N=C(c3ccco3)C2)c(O)c1,i,-4,i,i,i,i,i,i,i,-5,0
FC(F)(F)c1cc(-c2ccco2)nc(NCc2ccccc2)n1,i,-29,i,i,i,i,i,i,i,0,-2
COc1cccc(/C=C2\SC(=S)N(CCC(=O)NNC(=O)c3ccccc3OC)C2=O)c1,i,-15,i,i,i,i,i,i,i,-5,-1
O=C(COC(=O)c1ccc(F)cc1F)Nc1ccc2[nH]c(=O)[nH]c2c1,i,0,i,i,i,i,i,i,i,0,-3
CCOC(=O)NC(=O)COC(=O)CCCc1nc2ccccc2s1,i,-5,i,i,i,i,i,i,i,·,3
O=C(c1cc2cc(Cl)ccc2oc1=O)N1CCN(c2ccccn2)CC1,i,-5,i,i,i,i,·,i,i,-1,-4
COc1ccc(C(=O)NCc2cc(C)nc3ccccc23)cc1,i,-3,i,i,i,i,i,i,i,3,11
COc1ccc(NCc2nn(CC(=O)c3ccc(Br)cc3)c3[n+]2CCCCC3)cc1,i,-14,i,i,i,i,i,i,i,·,-1
CCOC(=O)c1cc2occc2n1CC(=O)Nc1ccc(OC)cc1OC,i,-6,i,i,i,i,i,i,i,1,11
CN1C(=O)SC(Nc2ccccc2)C1=O (stereo not given),i,-3,i,i,i,i,i,i,i,1,-2
COCCCN1C(=O)C(O)=C(C(C)=O)C1c1cccc(F)c1 (stereo not given),i,-3,i,i,i,i,i,i,i,-5,5
COc1ccc(NC(=O)N(C2CCCCC2)C2CCN(C(C)C)CC2)c(OC)c1,i,-1,i,i,i,i,i,i,i,7,-2
Cc1cc(C)cc(Cn2ncc(Cl)c(Cl)c2=O)c1,i,-8,i,i,i,i,i,·,i,·,-30
CCc1ccc(-c2ccc(C(=O)O)c(C)n2)cc1,i,-5,i,i,i,i,i,i,i,-4,4
O=C(COc1ccc2c(c1)C(=O)CC1(CCCCC1)O2)NCc1ccccc1,i,-9,i,i,i,i,i,i,i,-5,11
O=C(Cc1ccccc1)NCC(=O)N1CCc2ccccc2C1,i,-4,i,i,i,i,·,i,i,2,-2
COc1ccc(-c2nc3ccccc3c(=O)n2NC(=S)N(C)C)cc1,i,-6,i,i,i,i,i,i,i,13,-21
COc1ccc(NC(=S)N(Cc2cccc(Br)c2)CC2CCC(C(=O)O)CC2)cc1 (stereo not given),i,-17,i,i,i,i,i,i,i,-3,-5

# From PubChem BioAssay

# Not all compounds are listed; the hit share may differ from the screen's.
